# SW480 rereplic = DNA re-replication induction in SW480 cells; Potency, µM (doses to about 46.1 µM), inactives show at the top dose re-replication activation, usual class: activators; AID 624297; SW480 DNA re-replication, Hoechst DNA content imaging, 48 h; 340,000 compounds, 1.8% hits; also: % of control where 0% means no effect; nearly all actives have a fitted effect of over 55% in size
#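 250 cells/well; 23 nL cpd via pin tool; 48 hr, 37 C, 5% CO2; Hoechst 40 min; imager read of total nuclear intensity, ex 405/em 500-530 nm.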
# KB-3-1 tox = KB-3-1 parental cell cytotoxicity. KB-3-1 viability, CellTiter-Glo ATP luminescence, 72 h. Potency, µM (titrated, usually from 46.1 µM), without a hit: top-dose activity change, negative = cytotoxic, usual class: cytotoxic. 400,000 compounds, 1.4% hits. AID 1347075; also: % is scaled to controls: 0 for no effect and ±100 for the full control effect; nearly all actives have a fitted effect of over 60% in size
#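 Cytotoxicity measured as CellTiter-Glo luminescence after 72 h at 37 C. Compound titrations were pinned onto drug-naive KB-3-1 parental adenocarcinoma cells grown in DMEM with 10% FBS, and normalized data fitted to concentration-response curves.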
# HEK293 tox = cytotoxic in the GLP-1 receptor inverse agonist counter-screen; HEK293 cAMP-luciferase reporter cells, luminescence, 24 h; Potency, µM (highest dose often 38.3 µM), without a hit: top-dose activity change, negative = inhibition, actives largely listed as inhibitors; 410,000 compounds, 0.13% hits;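 also: loss of luciferase light is scored as toxicity; % is scaled to controls: 0 for no effect and ±100 for the full control effect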
#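 Quantitative HTS format, 1536 wells, 200 cells/uL seeded. Compounds: 23 nL, 24 h, 37 °C. Detection: luciferase reagent, luminescence at 12 min RT; decreased signal taken as cytotoxic.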
# HT1080NT lethal = kills 2HG-producing HT-1080-NT fibrosarcoma cells; HT-1080-NT fibrosarcoma viability, CellTiter-Glo ATP luminescence, 48 h; Potency, µM (series often up to 46.1 µM), inactives show top-dose activity, negative = less viability, hits mostly cytotoxic; 360,000 compounds, 1.6% hits; AID 686970;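 also: NT is the 2HG producing partner of a matched IDH1 knockdown line; 0% = DMSO-treated cells and -100% = media-only wells without cells; nearly all actives have a fitted effect of over 55% in size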
#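 HT-1080-NT fibrosarcoma cells (2HG-overproducing), 750 cells/well in RPMI with 5% FBS, dosed after 2 h and incubated 48 h at 37C. CellTiter-Glo luminescence normalized to DMSO and no-cell wells; concentration-response curves fitted and classed.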
# GLP1R inv ag = acts as inverse agonist at human GLP-1 receptor | P43220 | Potency, µM (highest dose often 38.3 µM), for the others: at the highest dose activity change, negative = inhibition, most hits filed as inhibitors | 410,000 compounds, 1.6% hits | HEK293 GLP-1R CRE-luciferase, luminescence, 24 h; GLP-1R form is constitutively active; also: % is scaled to controls: 0 for no effect and ±100 for the full control effect; nearly all actives have a fitted effect of over 55% in size
# Target sequence (P43220 whole entry, looked up): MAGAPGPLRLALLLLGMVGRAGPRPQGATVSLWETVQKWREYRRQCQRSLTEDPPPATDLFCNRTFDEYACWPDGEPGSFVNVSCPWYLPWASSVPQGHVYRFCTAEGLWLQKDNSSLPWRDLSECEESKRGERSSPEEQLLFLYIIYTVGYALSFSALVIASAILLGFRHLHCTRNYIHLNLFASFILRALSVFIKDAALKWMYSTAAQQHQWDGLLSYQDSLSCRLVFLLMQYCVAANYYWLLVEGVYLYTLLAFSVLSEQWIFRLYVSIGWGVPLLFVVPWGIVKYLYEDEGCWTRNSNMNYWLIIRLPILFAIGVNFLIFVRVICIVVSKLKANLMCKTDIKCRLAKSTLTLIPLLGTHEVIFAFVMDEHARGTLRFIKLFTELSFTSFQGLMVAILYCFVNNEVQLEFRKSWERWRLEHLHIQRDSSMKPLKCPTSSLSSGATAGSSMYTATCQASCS
#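 HEK293 cells stably co-expressing a cAMP-responsive luciferase reporter and constitutively active GLP-1R were seeded, incubated 12 h, then exposed to compounds for 24 h at 37 C. Luminescence was read 12 min after detection reagent; inverse agonists lower signal.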
# TDP43 rescue = inhibitors of TDP-43 toxicity in yeast | TDP-43 expressing yeast growth rescue, BacTiter-Glo, 24 h | Potency, µM (doses to about 46.1 µM), for inactives: at the top dose growth rescue (activation), most hits filed as activators | 410,000 compounds, 1.8% hits | AID 652104; also: % of control where 0% means no effect; nearly all actives have a fitted effect of over 50% in size
#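 Yeast expressing TDP-43 (pregrown in raffinose, seeded at OD600=0.02 in galactose medium) exposed to compounds 24 hr at 30 deg C. Growth read by BacTiter-Glo luminescence; rescue of toxicity appears as increased signal.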
# GLP1R ag = activates the human GLP-1 receptor | 380,000 compounds, 0.007% hits | Potency, µM (highest dose often 45.6 µM), without a hit: at the highest dose activation, actives largely listed as activators | HEK293 GLP-1R CRE-luciferase, luminescence, 4-6 h; cells express a hypersensitive GLP-1R form; also: % of control where 0% means no effect
# KB-V1 MDR tox = kills drug-selected multidrug resistant KB-V1 cells; KB-V1 MDR cells viability, CellTiter-Glo, 72 h; Potency, µM (highest dose often 46.1 µM), without a hit: at the highest dose activity change, negative = cytotoxicity, usual class: cytotoxic; 400,000 compounds, 3.4% hits; AID 1347076; also: % is scaled to controls: 0 for no effect and ±100 for the full control effect; nearly all actives have a fitted effect of over 60% in size
#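 Drug-selected KB-V1 cells, grown in DMEM lacking phenol red with 10% FBS, receive compound titrations; after three days at 37 degrees C, surviving cell ATP is quantified by CellTiter-Glo luminescence and responses normalized and curve-fitted.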
# HT1080 IDH1KD tx = toxicity to HT-1080 IDH1 knockdown cells (counter line); HT-1080 IDH1 knockdown viability, ATP luminescence, 48 h; Potency, µM (series often up to 46.1 µM), inactives show at the top dose activity, negative = toxicity, usual class: cytotoxic; 360,000 compounds, 2% hits; AID 686971;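 also: 0% = DMSO wells and -100% = cell-free medium wells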
#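 IDH1KD HT-1080 cells, 750/well, RPMI + 5% FBS; compound pinned after 2 h settling; 48 h, 37 °C; CellTiter-Glo luminescence; % activity normalised to DMSO and no-cell wells; curves fitted, classed by r2 and efficacy.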
# The depositor's hits bear a star; u = inconclusive; x = not tested or not shown; [ ] = another dose, or the depositor's remark. Calls follow the shape of the dose curve; as a rule, active = well fitted curve in the direction sought with a large enough effect; inconclusive = small, poorly fitted or top-dose-only effect, or another doubt; inactive = no such curve, though single readings can be large; an effect the other way counts as inactive or inconclusive. Potency is read from the fitted curve at half-maximal effect.
1. CCOC(=O)CC1C(=O)NCCN1C(=S)Nc1ccccc1 (stereo not given)
2. COC(=O)CCCCCCCC(=O)Nc1nnc(C(F)(F)F)s1
3. Cc1nn(Cc2ccccc2)c(C)c1NC(=O)CCCn1nc(C)c([N+](=O)[O-])c1C
4. COc1ccccc1N1CCN(C(=O)c2ccc(CN3CCc4ccccc4C3)cc2)CC1
5. COc1cc(C(=O)NCC(=O)N2CC=C(c3ccccc3)CC2)cc(OC)c1OC
6. CO/N=C/C(C#N)c1ncc(C(F)(F)F)cc1Cl (stereo not given)
7. CN(C)C(CNC(=O)c1ccc(C2SCCS2)cc1)c1ccccc1 (stereo not given)
8. Cc1cc(C)n(-c2ccc(C(=O)Nc3cc(C(F)(F)F)ccc3N3CCOCC3)cc2)n1

assay / entry	1	2	3	4	5	6	7	8
SW480 rereplic	-6%	2%	15%	-3%	9%	u	-52%[inhibitor]	-9%[9.22 µM]
HT1080NT lethal	6%	24%	-2%	-6%	-16%	u	-18%	8%
HT1080 IDH1KD tx	11%	10%	1%	-16%	0%	u	-24%	3%
HEK293 tox	-23%	15%	-12%	3%	u	u	1%	13%
TDP43 rescue	-14%	4%	-13%	0%	21%	-4%	-3%	-2%
GLP1R inv ag	-21%	-4%	u	0%	-23%	u	u	17%
KB-V1 MDR tox	26%	u	23µM*	0%	-1%	13%	u	-6%
GLP1R ag	-4%	-19%	1%	-12%	5%	-4%	u	6%
KB-3-1 tox	12%	15%	9%	-16%	-16%	-5%	-4%	-1%

# Reprinted from the part before: 4 entries; new compounds follow.
5. COc1cc(C(=O)NCC(=O)N2CC=C(c3ccccc3)CC2)cc(OC)c1OC
6. CO/N=C/C(C#N)c1ncc(C(F)(F)F)cc1Cl (stereo not given)
7. CN(C)C(CNC(=O)c1ccc(C2SCCS2)cc1)c1ccccc1 (stereo not given)
8. Cc1cc(C)n(-c2ccc(C(=O)Nc3cc(C(F)(F)F)ccc3N3CCOCC3)cc2)n1
9. O=C(NCc1cccnc1)C(=O)NCC1OCCCN1S(=O)(=O)c1cc(F)ccc1F (stereo not given)
10. CCc1ccc2occ(CC(=O)N(Cc3ccccc3)C3CCS(=O)(=O)C3)c2c1 (stereo not given)
11. Cc1ccc(OCc2cccc(S(=O)(=O)N(C)C)c2)c([N+](=O)[O-])n1
12. COc1cc(OC)nc(NC2OC(=O)c3ccccc32)n1 (stereo not given)
13. COc1ccc(NC(=O)CN(C)C(=O)c2ccc(NS(=O)(=O)c3cccc([N+](=O)[O-])c3)cc2)cc1
14. S=C1NCN(Cc2cccnc2)CN1
15. Cc1cccc(-c2c3c(=O)n(C)c(=O)n(C)c3cn2-c2ccc(O)cc2)c1
16. C=CCNC(=S)Nc1cc(Cl)ccc1OC

assay / entry	5	6	7	8	9	10	11	12	13	14	15	16
SW480 rereplic	9%	u	-52%[inhibitor]	-9%[9.22 µM]	x	x	-5%	-1%	-55%[inhibitor]	-9%	u	-1%
HT1080NT lethal	-16%	u	-18%	8%	8%	x	10%	4%	-1%	-1%	-7%	9%
HT1080 IDH1KD tx	0%	u	-24%	3%	8%	x	2%	12%	-6%	6%	-10%	7%
HEK293 tox	u	u	1%	13%	5%	-16%	-11%	0%	-3%	4%	6%	-6%
TDP43 rescue	21%	-4%	-3%	-2%	23%	-3%	3%	u	2%	-16%	-21%	14%
GLP1R inv ag	-23%	u	u	17%	10%	u	105%[activator]	-24%	10%	3%	9%	4%
KB-V1 MDR tox	-1%	13%	u	-6%	0%	-16%	-14%	1%	9%	16%	3%	10%
GLP1R ag	5%	-4%	u	6%	-3%	x	23%	7%	6%	3%	15%	-3%
KB-3-1 tox	-16%	-5%	-4%	-1%	0%	1%	1%	-7%	13%	-1%	3%	3%

17. COCCCNC(=O)C1CCCN(c2ncnc3onc(C)c23)C1 (stereo not given)
18. O=C(c1ccc2c(=O)n3c(nc2c1)CCCCC3)N1CCCCC1
19. CN(C)c1ccc(NC(=O)Nc2cccc3ccccc23)cc1
20. Cc1cc(-c2nnc3n2N=C(c2ccccc2Br)CS3)n[nH]1
21. Cc1ccc(-n2nc(C)c3c(C)c(CCC(=O)NCc4cccc(Cl)c4)c(C)nc32)cc1C
22. COc1ccccc1Cc1c(C2CCCCC2)nc2ccc(Br)cn12
23. CC1CCCCN1CCCNc1ccc(C(CC(N)=O)NC(=O)Cc2cccc3ccccc23)cc1[N+](=O)[O-] (stereo not given)
24. COc1ccc(N2C(=O)CC(C#N)=C2N)cc1

assay / entry	17	18	19	20	21	22	23	24
SW480 rereplic	x	1%	3%	-50%[inhibitor]	x	x	-1%	-3%
HT1080NT lethal	x	14%	21%	-14%	x	u	1%	3%
HT1080 IDH1KD tx	x	0%	16%	-6%	x	u	-4%	-12%
HEK293 tox	2%	-1%	-5%	-4%	9%	-23%	u	-6%
TDP43 rescue	17%	-2%	14%	1%	-9%	13µM*	22%	-5%
GLP1R inv ag	-5%	-1%	3%	59%[activator]	-4%	u	0%	13%
KB-V1 MDR tox	7%	-30%	-6%	-27%	-12%	-8%	u	0%
GLP1R ag	x	6%	5%	17%	-1%	1%	-6%	1%
KB-3-1 tox	-2%	-5%	10%	0%	-2%	u	13%	2%

# Three compounds from above, arranged by the value under SW480 rereplic, low to high.
no. | canonical_smiles | SW480 rereplic | GLP1R ag
14 | S=C1NCN(Cc2cccnc2)CN1 | -9% | 3%
24 | COc1ccc(N2C(=O)CC(C#N)=C2N)cc1 | -3% | 1%
12 | COc1cc(OC)nc(NC2OC(=O)c3ccccc32)n1 (stereo not given) | -1% | 7%

# Compound profiles, from the list above.
# Entry for COCCCNC(=O)C1CCCN(c2ncnc3onc(C)c23)C1 (stereo not given) : SW480 rereplic = x; HT1080NT lethal = x; HT1080 IDH1KD tx = x; HEK293 tox = 2%; TDP43 rescue = 17%; GLP1R inv ag = -5%; KB-V1 MDR tox = 7%; GLP1R ag = x; KB-3-1 tox = -2%
# Entry for COc1ccc(N2C(=O)CC(C#N)=C2N)cc1 : SW480 rereplic = -3%; HT1080NT lethal = 3%; HT1080 IDH1KD tx = -12%; HEK293 tox = -6%; TDP43 rescue = -5%; GLP1R inv ag = 13%; KB-V1 MDR tox = 0%; GLP1R ag = 1%; KB-3-1 tox = 2%

# Additional results.
25. O=C(O)C12CC3CC(C1)CC(n1cnc(Cl)n1)(C3)C2
26. CCOc1ccc(NC(=O)CSc2nc3c([nH]c4ccccc43)c(=O)n2C)cc1
27. CCC(C)[C@H](NC(=O)[C@H](Cc1ccccc1)n1c(=O)[nH]c2ccccc2c1=O)C(=O)N1CCC(C(=O)O)CC1 (stereo not given in full)
28. Cc1ccc(-c2ccc(C(=O)Nc3ccccc3)o2)c2ccccc12
29. O=C(NCc1ccc2c(c1)OCO2)Nc1cccc2ccccc12
30. COC(=O)[C@@]1(Cc2ccc(OC)cc2)[C@@H]2[C@@H](CC(=O)[C@H]2CC(=O)C(=O)N(C)C)CN1C(=O)c1ccccc1
31. COC(=O)C1C(=O)C=C(Nc2ccc(F)cc2F)CC1c1ccc(OC)cc1 (stereo not given)
32. CC(C)NC(=O)N1CCN(S(=O)(=O)c2ccc3c(ccn3C)c2)CC1

assay / entry	25	26	27	28	29	30	31	32
SW480 rereplic	-5%	-1%	-50%	u	-3%	7%	2%	x
HT1080NT lethal	12%	-4%	2%	-6%	27%	1%	8%	x
HT1080 IDH1KD tx	11%	-3%	u	-12%	13%	-1%	-2%	x
HEK293 tox	-5%	5%	-3%	3%	8%	-6%	-6%	-3%
TDP43 rescue	-1%	9%	15%	26%	18%	-25%	-8%	0%
GLP1R inv ag	6%	10%	20%	u	1%	7%	-13%	-13%
KB-V1 MDR tox	22%	3%	u	0%	-7%	-6%	-11%	-13%
GLP1R ag	-2%	-2%	11%	-5%	3%	-6%	19%	4%
KB-3-1 tox	13%	0%	0%	6%	-1%	-26%	-4%	-9%

33. Cc1c(NC(=O)CC2CC(C)OC2=O)c(=O)n(-c2ccccc2)n1C (stereo not given)
34. CCOc1cc(C(=O)Nc2ccc(S(=O)(=O)Nc3cnc4ccccc4n3)cc2)cc(OCC)c1OCC
35. CC(=O)Nc1cccc(NC(=O)c2ccc([N+](=O)[O-])cc2Cl)c1
36. COC(=O)C(CCSC)NC(=O)C(NC(=O)C1CCC(C)CC1)C(C)C (stereo not given)
37. CC1(C)OC(C)(C)/C(=C\c2ccccc2[N+](=O)[O-])C1=O
38. COc1ccccc1N1CCN(CC(O)COc2ccc(S(=O)(=O)N3CCOCC3)cc2)CC1 (stereo not given)
39. C[C@@H](NC(=O)[C@@H]1Cc2ccccc2CN1C(=O)OC(C)(C)C)C(=O)NC1CCCC1
40. CCn1c(C(=O)N2CCC(C(=O)NCc3ccc(OC)cc3)CC2)cc2sccc21
41. CC(CCc1ccccc1)NC(=O)c1ccc(NC(=O)c2cccc(Br)c2)cc1 (stereo not given)
42. O=C1c2cccc(NCCCNCCO)c2C(=O)c2cccc(NCCCNCCO)c21

assay / entry	33	34	35	36	37	38	39	40	41	42
SW480 rereplic	-4%	12%	-7%	-4%	3%	1%	u	6%	u	2%
HT1080NT lethal	2%	u	1%	16%	1%	-6%	17%	-11%	-5%	u
HT1080 IDH1KD tx	1%	u	8%	15%[9.24 µM]	3%	-3%	9%	-8%	-13%	16µM*
HEK293 tox	10%	-2%	-11%	-2%	2%	u	3%	1%	-16%	7.9µM*
TDP43 rescue	17%	-5%	-13%	-9%	22%	-12%	-16%	7%	19%	-30%[inhibitor]
GLP1R inv ag	1%	u	6%	1%	u	14%	-9%	u	u	u
KB-V1 MDR tox	21%	0%	2%	-21%	-1%	u	0%	-18%	2.1µM*	u
GLP1R ag	-9%	7%	1%	0%	0%	18%	-4%	-2%	-4%	-15%
KB-3-1 tox	15%	0%	-6%	u	0%	-15%	10%	-4%	-25%	u

# Screening results (PubChem)
